Screening results: PubChem BioAssay, several laboratories
CAL PDZ FP-1 – inhibitors of human CAL PDZ peptide binding | Q9HD26 | purified CAL PDZ, TMR-peptide fluorescence polarization, 1 h | inhibition, % at 20 µM | 330,000 tested, 0.02% active | AID 504414;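 active = highest replicate inhibition of at least 40%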;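 also: plate controls were DMSO neutral control wells for no effect and unlabeled competitor peptide control wells for full effect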
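Control set: unlabelled peptide and DMSO controls / Material: purified CerCALP PDZ construct / Timing: 1 h incubation at room temperature before polarization reading / Doses: 20 µM, one dose / Detection: fluorescence polarization (mP)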
SR-BI DiI-HDL act – activators of SR-BI mediated HDL lipid uptake; CHO ldlA[mSR-BI] cells, DiI-HDL uptake fluorescence, 3 h; 100 = double the neutral-control signal; activation, % at 12.5 µM; 320,000 tested, 0.096% active; AID 504775;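 active = mean replicate activation of at least 60% and every replicate at or above 60%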;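 also: 0% = median plate neutral-control signal and 100% = twice that signal; values of inactives mirror those of a sister screen read the other way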
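material = CHO ldlA[mSR-BI] cells | medium = Ham's F12 with 0.5% BSA, HEPES 25 mM, pH 7.4 | reagent = fluorescent DiI-HDL, 10 µg/mL final | compound dosing = single-point compound dose | incubation = 3 h, 37 °C | measured by = bottom-read fluorescence, 550/595 nm | measure = HDL uptake via cellular fluorescence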
Keap1-Nrf2 PPI – inhibitors of human Keap1-Nrf2 protein-protein interaction. Q14145. Keap1 Kelch-Nrf2 peptide fluorescence polarization, 1536-well. inhibition, % at 9.4 µM. 340,000 tested, 0.15% active; in the data active = inhibition above about 12%;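 also: human Keap1 Kelch domain with fluorescein labeled Nrf2 9mer peptide probe; 0% = neutral control wells and 100% = peptide positive control; higher means more block of Keap1 binding to Nrf2 peptide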
Cardiac RTF inh – cardiac RTF calcium desensitization | IANBD-labeled cardiac RTF, Ca2+ fluorescence | inhibition, % at 7.15 µM | 340,000 tested, 0.12% active | AID 493244;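 active = inhibition above the mean inhibition of all tested compounds plus 3 SD, cut at about 17% in these data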;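 also: assay run at fixed EC70 calcium of 1.6 mM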
DAGLB inhibitor – blocks human DAGLB lipase activity. Q8NCG7. HEK293T DAGLB membrane lysate, EnzChek fluorogenic substrate. inhibition, % at 5.17 µM. 340,000 tested, 0.059% active. AID 504411; in the data active = inhibition above about 34%;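 also: 0% = enzyme with vehicle and 100% = wells lacking enzyme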
Target sequence (Q8NCG7 whole entry, looked up): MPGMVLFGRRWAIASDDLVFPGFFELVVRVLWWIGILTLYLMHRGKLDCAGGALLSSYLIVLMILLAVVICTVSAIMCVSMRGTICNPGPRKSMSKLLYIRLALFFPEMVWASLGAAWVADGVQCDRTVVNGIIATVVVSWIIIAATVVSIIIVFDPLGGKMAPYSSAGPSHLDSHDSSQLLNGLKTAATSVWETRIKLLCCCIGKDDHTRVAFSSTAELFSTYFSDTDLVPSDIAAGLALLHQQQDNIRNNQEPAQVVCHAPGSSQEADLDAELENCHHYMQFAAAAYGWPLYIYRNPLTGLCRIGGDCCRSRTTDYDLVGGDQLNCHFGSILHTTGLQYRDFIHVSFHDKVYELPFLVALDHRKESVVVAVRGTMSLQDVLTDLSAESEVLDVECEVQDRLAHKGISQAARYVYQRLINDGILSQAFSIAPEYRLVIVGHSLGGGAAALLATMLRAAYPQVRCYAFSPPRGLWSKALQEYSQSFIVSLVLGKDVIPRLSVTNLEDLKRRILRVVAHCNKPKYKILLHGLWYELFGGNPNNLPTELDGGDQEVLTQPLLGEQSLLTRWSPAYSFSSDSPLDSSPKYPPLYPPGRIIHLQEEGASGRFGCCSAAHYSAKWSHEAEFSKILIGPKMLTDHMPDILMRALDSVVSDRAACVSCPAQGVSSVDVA
Rtt109 HAT inh – blocks Candida albicans Rtt109/Vps75 acetyltransferase activity. Q5AAJ8. purified Rtt109/Vps75, ThioGlo CoA-SH fluorescence, 4 h. inhibition, % at 34.9 µM. 330,000 tested, 0.16% active. AID 540336;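 active = inhibition of at least 50% in every replicate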
Target sequence (Q5AAJ8 whole entry, looked up): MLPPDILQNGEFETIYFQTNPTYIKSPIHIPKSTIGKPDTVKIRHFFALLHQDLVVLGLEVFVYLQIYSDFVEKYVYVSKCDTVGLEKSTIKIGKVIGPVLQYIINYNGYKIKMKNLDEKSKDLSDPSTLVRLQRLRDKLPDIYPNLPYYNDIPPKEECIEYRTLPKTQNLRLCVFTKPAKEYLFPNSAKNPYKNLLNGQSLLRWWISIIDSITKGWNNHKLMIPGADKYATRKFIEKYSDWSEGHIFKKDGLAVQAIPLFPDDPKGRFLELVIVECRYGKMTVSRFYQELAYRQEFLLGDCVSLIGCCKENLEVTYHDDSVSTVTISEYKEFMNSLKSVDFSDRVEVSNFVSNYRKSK
PKA-R2B act – PKA-R2B complex activation. P22694+P31323. PKA-R2B holoenzyme dissociation, Cy5-IP20 fluorescence polarization; R2B truncated from residue 108, S112A mutant; 0% DMSO only, 100% 113 µM cGMP. activation, % at 11.4 µM. 340,000 tested, 0.079% active. AID 504700;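 active = activation above a cutoff set at the mean over all compounds plus 3 SD, cut at about 18% in these data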;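 also: higher means more holoenzyme dissociation and a rise in polarization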
RTF Ca sens act – cardiac RTF calcium sensitization. P19429+P45379. IANBD-labeled TnC RTF fluorescence at EC20 calcium; 0% EC20 calcium, 100% full calcium. activation, % at 7.2 µM. 340,000 tested, 0.24% active. AID 493008;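 active = activation above the mean over all tested compounds plus 3 SD, cut at about 30% in these data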;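 also: rise in fluorescence read as greater calcium sensitivity of cardiac thin filaments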
LANA DNA inh – blocks KSHV LANA C-terminal domain binding to DNA | MBP-C-LANA/FAM-LBS DNA binding, fluorescence polarization | inhibition, % at 9 µM | 340,000 tested, 0.078% active;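 active = highest replicate inhibition at or above 60% at 9 µM, even if other replicates fall short; inactive = all replicates below 60% inhibition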;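 also: 0% = neutral control wells and 100% = 4 µM acridine orange control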
CAL PDZ FP-2 – inhibitors of human CAL PDZ peptide binding. purified CAL PDZ, TMR-peptide fluorescence polarization, 1 h. AID 602252. inhibition, % at 24.9 µM. 300,000 tested, 0.92% active;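 active = mean inhibition of at least 30% with at least half of replicates also reaching 30%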;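 also: 0% = DMSO neutral control and 100% = excess unlabeled competitor peptide PRC23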
Starred values were filed as active, the others as inactive; · = not tested or not shown; & = joins results of further samples.

mol,SR-BI DiI-HDL act,LANA DNA inh,DAGLB inhibitor,CAL PDZ FP-1,Keap1-Nrf2 PPI,Rtt109 HAT inh,CAL PDZ FP-2,Cardiac RTF inh,PKA-R2B act,RTF Ca sens act
C/C(=N\N=C(N)N)c1ccc(Cl)cc1Cl,15,-0.1,-1,-2.1,3,6,-2,9,-5,-3
COc1cc(/C=C/C(=O)c2ccc([N+](=O)[O-])o2)ccc1O,12,-0.4,-7,-0.4,0,2,-1,-1,4,0
COC(=O)c1ccc(Cn2nnc3c(=O)[nH]c(C4CCCN(S(=O)(=O)c5cccc(Cl)c5)C4)nc32)cc1 (stereo not drawn),14,-1.4,1,-2.8,1,8,-2,-4,-6,4
Cc1cc(C(=O)NNC(=O)Nc2ccc(Cl)cc2)no1,-2,-1.6,·,0.2,-4,0,·,·,·,·
CCCn1nnc(NC(=O)c2cccc(OCC)c2)n1,0,-2.7,-3,0.1,1,-3,-1,-1,-6,-1
Cc1sc2c(c1C)c(=O)n(-c1ccccc1)c(=O)n2CC(=O)NCC1CCCO1 (stereo not drawn),·,-1.6,-1,-1.4,-2,-5,1,-13,-4,-4
C=CCC[C@H](Cc1ccc(F)cc1)C(=O)OC[C@H](C)NC(=O)[C@@H](CC=C)CC(=O)N[C@H](CO)Cc1ccccc1,-29,1.9,-1,0.8,-2,1,0,0,-3,-7
CC(NC(=O)c1cccc(N2CCCC2=O)c1)c1ccc2c(c1)OCCO2 (stereo not drawn),-20,2.9,-2,0.5,-3,1,-6,-7,-2,7
O=C(NCC(c1ccc(F)cc1)N1CCOCC1)c1cccnc1Sc1ccc(Cl)cc1 (stereo not drawn),-3,·,5,-1.1,·,·,-13,3,-10,-1
Cc1c(Cl)c([N+](=O)[O-])nn1CC(=O)Nc1ccc2c(c1)OCO2,15,-1.9,1,-0.4,0,3,-3,-15,-2,-1
CCOc1ccc2[nH]c(=O)c(CN(CCO)C(=O)CC)cc2c1,10,-0.3,0,0.8,1,-4,-4,9,-4,6
COc1ccc(OC)c(C(=O)NC(CC(N)=O)c2ccc(N3CCCCCC3)c([N+](=O)[O-])c2)c1 (stereo not drawn),·,0.9,6,0.8,-1,10,-1,3,-2,1
CCC(C(=O)OC)n1cnc2c(cnn2-c2ccc(Cl)cc2)c1=O (stereo not drawn),34,-0.9,-1,-0.5,4,7,-2,-2,1,-11
Cc1cc(C)cc(N(CCC#N)C(=O)COC(=O)C2CCN(c3ccc(C(F)(F)F)cn3)CC2)c1,-15,4.1,-5,-0.2,1,-3,-2,-2,5,-3
Cc1[nH]nc2c1C(c1ccccc1F)NC2=O (stereo not drawn),4,1.1,-3,0.4,-4,-1,-6,-7,-2,2
COc1ccc(OC)c(NC(=O)Nc2cc(C(=O)O)ccc2C)c1,9,-1.3,-1,0.8,-4,5,-1,-10,4,2
CCc1nnc(NC(=O)CSc2nnc3scc(-c4ccc(C)cc4)n23)s1,17,4.3,-2,-2.1,-2,-7,·,-4,10,-1
CCc1nccn1S(=O)(=O)c1cc(OC)ccc1OC,15,0.5,4,0.4,-1,-7,0,2,4,-4
CS(=O)(=O)NCCSCc1c(F)cccc1Cl,-9,-0.1,-1,-1.5,-3,4,-3,-7,-1,3
COc1ccccc1CCC(=O)NNC(=O)c1ccncc1,0,-1.5,-3,-0.8,-2,-10,-4,-23,-1,-5
O=[N+]([O-])c1ccc(N2CCCC2)cc1N1CCCC1,-44,-0.2,6,-0.5,0,-9,15,1,11,-7
Cc1c(OCC(=O)NCc2cccnc2)ccc2c3c(c(=O)oc12)CCC3,-3,1.0,0,-3.0,-7,-1,8,-6,1,-3
COc1cc(NC(=O)c2ccccc2Cl)c(OC)cc1NC(=O)CN1CCOCC1,-27,0.8,1,-0.3,-1,8,-7,2,-17,-4
CN(C)C(=O)Oc1cccc([N+](C)(C)C)c1,3&19&1&-12,1.2&-1.0,0&-1,-0.3&0.2,-1&-7,-6&-4&5&-5,-1&2,5&-5,4&0,5&2
O=C(CSc1nc2ccccc2c(=O)[nH]1)N1CCOCC1,0,-0.9,2,-0.7,-7,12,-4,-2,3,8
O=C(NNc1c(F)c(F)cc(F)c1F)c1ccco1,29,1.3,0,-0.5,0,6,5,-6,5,3
COc1ccccc1NC(=O)CCN1CCN(c2ccc(Cl)cc2)CC1,-2,-0.1,-1,-0.3,3,-6,5,-16,-2,-1
CCN(C(=O)c1cc(Cl)ccc1OC)c1ccccc1C,-1,0.0,-3,-0.7,-11,3,-3,-1,-15,1
CN1C2CCC1CC(NC(=O)c1ccc(Cl)cc1)C2 (stereo not drawn),15,2.9,-2,-0.5,-5,0,-3,-18,-9,1
CCn1c(SCC(=O)NC(C)(C)C)nc(O)cc1=O,3,0.7,-1,-2.6,-3,-5,13,-11,-11,8
Cn1c(=O)c(C(=O)NCc2ccc(F)cc2)c(O)c2ccccc21,22,-0.5,-11,-0.5,4,6,-9,-1,8,2
CN(CC(=O)Nc1ccc(Cl)cc1)C(=O)c1ccc(-n2cncn2)c([N+](=O)[O-])c1,-19,·,1,-1.4,·,·,4,7,-10,-5
COc1ccc(S(=O)(=O)N2CC(O)CC2C(=O)OCc2nc3sc(C)c(C)c3c(=O)[nH]2)cc1 (stereo not drawn),25,-1.5,1,-0.7,-3,1,-5,-5,-9,0
CC(C)C(=O)N1CCN(c2ccccc2NC(=O)c2ccc([N+](=O)[O-])o2)CC1,-3,0.9,3,0.6,-2,1,-1,-8,-10,-4
O=C(NNC(=O)c1ccc(S(=O)(=O)N2CCCCC2)cc1)c1ccccc1,·,-1.3,0,-1.7,-1,1,-4,-15,4,1
COc1ccc(NS(=O)(=O)c2ccc(F)c(F)c2F)cc1S(=O)(=O)N1CCOCC1,·,-1.3,0,-1.9,0,-1,-3,-4,4,-4
Cc1cc2nc(-c3ccccc3)cc(=O)n2[nH]1,-9,-2.7,1,-0.1,-4,-3,·,-3,-9,-3
CC(C)c1cc(O)c(-c2ccccc2)c(=O)n1-c1ccc(Cl)cc1,9,0.8,-1,0.3,-5,·,-6,-1,3,-5
CCOC(=O)C(C)/C(C)=N/NC(=O)CCC(=O)Nc1cc(C)ccc1C (stereo not drawn),-16,-1.7,-1,-2.5,-2,2,-2,-3,6,3
CCn1ncc(Br)c1C(=O)Nc1ccn(C23CC4CC(CC(C4)C2)C3)n1,-23,0.6,-1,-0.1,-2,-2,·,-7,-11,7

Two consecutive compounds already listed, quoted:
mol,SR-BI DiI-HDL act,LANA DNA inh,DAGLB inhibitor,CAL PDZ FP-1,Keap1-Nrf2 PPI,Rtt109 HAT inh,CAL PDZ FP-2,Cardiac RTF inh,PKA-R2B act,RTF Ca sens act
CCOC(=O)C(C)/C(C)=N/NC(=O)CCC(=O)Nc1cc(C)ccc1C (stereo not drawn),-16,-1.7,-1,-2.5,-2,2,-2,-3,6,3
CCn1ncc(Br)c1C(=O)Nc1ccn(C23CC4CC(CC(C4)C2)C3)n1,-23,0.6,-1,-0.1,-2,-2,·,-7,-11,7

The list goes on.
mol,SR-BI DiI-HDL act,LANA DNA inh,DAGLB inhibitor,CAL PDZ FP-1,Keap1-Nrf2 PPI,Rtt109 HAT inh,CAL PDZ FP-2,Cardiac RTF inh,PKA-R2B act,RTF Ca sens act
COc1ccc(NC(=O)c2nc(C)c(C3(C)CC(c4ccccc4)=NO3)s2)cc1 (stereo not drawn),-56,-0.5,-5,-0.8,-4,-10,0,-13,-8,-9
CCCCC(=O)N1C/C=C\[C@H](c2ccc(OC)cc2)N(Cc2ccc(F)cc2)C(=O)[C@@H]1C,-1,-0.3,-3,1.0,0,-5,-1,2,1,-1
CC(C)(C)C(=O)Nc1ccc(-c2cn3cccnc3n2)cc1,-2,-1.6,0,-1.1,1,-2,3,-7,5,-4
CCCCN(Cc1cc2ccccc2[nH]c1=O)S(=O)(=O)c1ccc(C)cc1,0,-1.1,1,-0.2,-5,-12,2,0,-10,-2
Cc1cc(NC(=O)CCCN2C(=O)c3cccc4cccc(c34)C2=O)no1,1,1.8,1,-0.6,-3,-12,2,-2,-13,8
Cn1c(SCC(=O)NC(C)(C)C)nnc1-c1ccc(C(C)(C)C)cc1,-28,1.1,-1,0.0,-6,-6,0,-3,3,-2
Cc1nc2sc(C(c3cccc(F)c3)N3CCCC(C)C3)c(O)n2n1 (stereo not drawn),·,-0.3,0,-1.2,-3,7,-2,0,3,-1
Cc1ccc2c(c1)C(=O)C(=O)N2Cc1ccc(F)cc1,-7,1.5,-4,-1.6,0,-3,-21,12,-6,2
Cc1cc(C)c(S(=O)(=O)N2CCCC2=O)c(C)c1,18,-1.0,-3,-2.6,-1,4,-2,-5,-3,8
CCOC(=O)C1=C(C)N(C)C(=O)NC1c1c(OC)ccc2ccccc12 (stereo not drawn),27,-0.6,0,-9.4,-4,7,-8,-1,-10,1
CN1CCN(C(=O)c2cccc(NS(=O)(=O)c3ccc(Br)cc3)c2)CC1,18,0.5,0,-0.3,0,-1,5,2,3,2
CN1CCN(CC(=O)Nc2ccc(Oc3ccccc3)cc2)CC1,8,-1.6,-1,0.8,-3,2,-6,-4,2,4
CCN1C(=O)NC(c2ccc(Cl)cc2)C2=C1CCCC2=O (stereo not drawn),-16,3.2,1,-1.8,-3,-11,6,1,1,1
COc1ccc(C(=O)NCCn2cc(SCC(=O)NCc3ccco3)c3ccccc32)cc1,-5,1.5,2,1.0,-1,-1,3,4,-12,-2
NC(=O)N/N=C/c1ccc(-c2cccc(C(F)(F)F)c2)o1,10,1.5,-1,-0.3,1,-10,·,3,2,-6
Cc1cc(=O)oc(C)c1C(=O)Nc1cccc(F)c1,27,0.5,1,-0.6,0,30,-3,0,-12,-2
CC(=O)N(c1ccc(N(C(C)=O)S(=O)(=O)c2cccs2)cc1)S(=O)(=O)c1cccs1,5,-0.5,0,-5.0,-4,·,-4,-3,-10,4
O=C1CCC(c2ccccc2)N1C(=O)c1cccnc1 (stereo not drawn),24,2.6,-2,0.1,3,-9,·,-1,10,0
CCN1CCN(C(=S)NC(=O)c2cccc(Br)c2)CC1,11,0.6,2,0.9,-6,1,·,5,-3,1
Clc1ccc(-c2nc(Cc3ccccc3Cl)no2)cc1,-26,1.5,-15,-0.7,-1,-4,-9,-4,6,2
O=S(=O)(c1ccc2oc3ccc(S(=O)(=O)N4CCCCC4)cc3c2c1)N1CCCCC1,36,1.0,2,0.5,-3,4,-4,3,-2,-4
COc1ccccc1NS(=O)(=O)c1cccc(C(=O)N/N=C/c2ccc(NC(C)=O)cc2)c1,·,0.3,-2,-0.2,3,-33,1,-10,-4,3
